Myeloid diff 2 – compounds promoting myeloid differentiation; calls only at 10 µM; 1% of 360,000 active; ER-HoxA9 myeloid progenitors, lysozyme-GFP differentiation, flow cytometry;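 active = normalized GFP-positive differentiation at or above the plate's own cutoff, the solvent-only control mean plus 3 SD; inconclusive = no clear call, values can overlap the other calls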;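 also: cells exposed to compound for four days before flow analysis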
HIV peptide binding – inhibitors of HIV fusion peptide binding, primary screen, biochemical, uHTS, fluorescence dequenching (AID 1986); 0.3% of 290,000 active; inhibition, % at 20 µM; hits with a dose series show IC50 in µM; cell-free peptide binding, fluorescence dequenching, 30 min; higher % means a stronger effect; in the data active = inhibition mostly above about 52%, no sharp cut-off; inactive = mostly below about 76%; also: some results filed as inactive read as strong as hits
NS5 inhibitors – flavivirus cap methylation enzyme inhibition – biochemical, confirmation dose response, primary screen (AID 588689); Dengue-2 NS5 methyltransferase capping enzyme assay, biochemical; higher % means a stronger effect; one-dose inhibition, % at 25 µM; IC50 in µM for titrated hits; 0.3% of 340,000 active; in the data active = a potency from the dose series; inconclusive = inhibition above about 29% without an active follow-up result
Hep lipid drop – modulators of hepatic lipid droplet formation; AML12 mouse hepatocytes, oleate lipid droplets, BODIPY imaging; inhibition, % at 6.5 µM; 0.4% of 240,000 active; AID 1656;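 active = lipid droplet intensity inhibited by at least 50%, with more than 500 cells counted; inconclusive = wells with under 300 cells, treated as cytotoxic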
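Material – AML12 mouse liver cells · Also added – oleate loading, 100 µM · Compound dosing – 6.5 µM single-point dosing · Times – overnight treatment with compound plus oleate · Measured by – fluorescence imaging, 20x objective, two fields per well · Read-out – percent inhibition of filter-corrected integrated lipid droplet intensity per well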
AID2073 – inhibitors of Mint1-CaV2.2 protein interaction, biochemical, HTRF (AID 2073); HTRF protein-protein interaction, Mint1-CaV2.2; higher % means a stronger effect; inhibition, % at 20 µM; hits with a dose series show IC50 in µM; 0.19% of 290,000 active; in the data active = inhibition mostly above about 51%, no sharp cut-off; inconclusive = no clear call, values can overlap the other calls; inactive = mostly below about 53%; also: some results filed as inactive read as strong as hits
LYP phosphatase – inhibitors of LYP phosphatase, biochemical, fluorescence intensity, uHTS (AID 1779); recombinant LYP phosphatase, fluorescence intensity; higher % means a stronger effect; inhibition, % at 11.5 µM, or IC50 in µM where a hit was titrated; 0.054% of 290,000 active;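 also: plate controls were vehicle with enzyme for no effect and no enzyme for full effect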
HEK293 NOD2/NF-kB – inhibition of NOD2-driven NF-kB reporter – cell-based, luminescence, uHTS, HEK293 (AID 1566); HEK293 NOD2/NF-kB luciferase reporter, luminescence; higher % means a stronger effect; inhibition, % at 4 µM; hits with a dose series show EC50 in µM; 0.63% of 290,000 active; also: many of its hits are not listed in these tables
Siah-1 displacement – blockers of Siah-1 interaction with plectin peptide – biochemical, fluorescence polarization, rhodamine-plectin, uHTS, primary screen (AID 1817). displacement, % at 20 µM, or IC50 in µM where a hit was titrated. Siah-1 / rhodamine-plectin peptide fluorescence polarization; higher % means a stronger effect. 0.02% of 290,000 active;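 active = displacement of at least 50% at 20 µM, with a fluorescence ratio check between 0.3 and a set limit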;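 also: plate controls were Siah plus tracer with DMSO for no effect and tracer alone without Siah for full effect; strong numbers were not always called active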
XIAP antagonists – XIAP antagonists, biochemical, IAP family, fluorescence polarization (AID 1018). 0.007% of 200,000 active. one-dose displacement, % at 20 µM; IC50 in µM for titrated hits. XIAP BIR domain, fluorescence polarization peptide displacement; higher % means a stronger effect; in the data active = displacement above about 50%; also: a part of the inactive calls stands beside numbers as strong as those of hits
Hep lipid drop cells 6.5 µM – further read-out of Hep lipid drop, marked with its call; cell count; measured here: cell count, cytotoxicity flag;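 cells counted across two imaged fields per well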
Myeloid diff 2 GFP+ MAC1+ % – second read-out of Myeloid diff 2, no call of its own (marks repeat the call); GFP+ MAC1+ double positive, %; measured here: differentiation confirmed by MAC1 staining
Active calls of the source: *; i = inactive; ? = inconclusive; . = no result given. Rule as the data show it, unless noted: active = inhibition above about 50%; inactive = the rest.

SMILES	Myeloid diff 2	Myeloid diff 2 GFP+ MAC1+ %	HIV peptide binding	NS5 inhibitors	Hep lipid drop	Hep lipid drop cells 6.5 µM	AID2073	LYP phosphatase	HEK293 NOD2/NF-kB	Siah-1 displacement	XIAP antagonists
CC(=O)Nc1ccc(N2C(=O)CSC2c2ccccc2)cc1 (centres undefined)	i	0.3	1.8%	-5%	6	681	5%	-9%	6%	6%	.
Cn1cc(Br)c(C(=O)N/N=C/c2cc3c(cc2Cl)OCO3)n1	i	1.3	0.6%	5%	-2	860	11%	-3%	-18%	3%	.
C=CCOC(=O)c1ccc(-n2cnc(C)n2)nc1	i	0.3	1.1%	-2%	14	681	1%	-6%	3%	7%	-2.4%
Cc1cc(Nc2ccc3c(c2)OCCO3)c2ccccc2n1	i	0.5	-0.8%	3%	-1	692	-1%	-3%	22%	-3%	-4.8%
CCC(C)(c1ccc(C(=O)OC)s1)c1ccc(C(=O)OC)s1	i	1.3	-2.0%	-5%	.	.	-1%	-5%	10%	-3%	-6.2%
COc1ccc(CNC(=O)CN(c2ccc(OC)c(Cl)c2)S(=O)(=O)c2ccc(C)cc2)cc1	?	.	1.4%	-5%	-22	817	8%	-4%	27%	0%	.
C=CCCC(=O)N1CCC(n2nccc2NC(=O)c2ccc(OC)cc2)CC1	i	3.4	1.3%	-10%	0	665	1%	-6%	2%	0%	.
Cc1cc(Cl)ccc1NC(=O)CN1C(=O)NC2(CCCC2)C1=O	i	1.3	-0.8%	-7%	5	782	6%	-7%	4%	-2%	.
COc1ccc(/C=N/NC(=O)c2cccc(C(=O)N/N=C/c3ccc(OC)cc3)n2)cc1	i	0.4	-2.3%	-5%	.	.	46%	-10%	-12%	13%	.
Cn1c(SCC(=O)N2CCCC2)nnc1-c1ccc2c(c1)OCO2	i	0.3	-0.8%	2%	-5	750	16%	-11%	18%	-7%	.
OC(COc1ccccc1)CN1CCN(CC(O)COc2ccccc2)CC1 (centres undefined)	i	0.9	-0.2%	-3%	12	650	-10%	-6%	-5%	0%	-6.9%
Cc1cccc(CN(CC(=O)N/N=C/c2cccs2)S(=O)(=O)c2ccc(Cl)cc2)c1	i	1.2	3.2%	-6%	.	.	-14%	6%	5%	2%	-3.6%

Of the compounds above, these contain a halogen.
SMILES	Myeloid diff 2	Myeloid diff 2 GFP+ MAC1+ %	HIV peptide binding	NS5 inhibitors	Hep lipid drop	Hep lipid drop cells 6.5 µM	AID2073	LYP phosphatase	HEK293 NOD2/NF-kB	Siah-1 displacement	XIAP antagonists
Cn1cc(Br)c(C(=O)N/N=C/c2cc3c(cc2Cl)OCO3)n1	i	1.3	0.6%	5%	-2	860	11%	-3%	-18%	3%	.
COc1ccc(CNC(=O)CN(c2ccc(OC)c(Cl)c2)S(=O)(=O)c2ccc(C)cc2)cc1	?	.	1.4%	-5%	-22	817	8%	-4%	27%	0%	.
Cc1cc(Cl)ccc1NC(=O)CN1C(=O)NC2(CCCC2)C1=O	i	1.3	-0.8%	-7%	5	782	6%	-7%	4%	-2%	.
Cc1cccc(CN(CC(=O)N/N=C/c2cccs2)S(=O)(=O)c2ccc(Cl)cc2)c1	i	1.2	3.2%	-6%	.	.	-14%	6%	5%	2%	-3.6%

Later entries
SMILES	Myeloid diff 2	Myeloid diff 2 GFP+ MAC1+ %	HIV peptide binding	NS5 inhibitors	Hep lipid drop	Hep lipid drop cells 6.5 µM	AID2073	LYP phosphatase	HEK293 NOD2/NF-kB	Siah-1 displacement	XIAP antagonists
COc1ccc(C(=O)CC(=O)C(=O)Nc2ccccc2Cl)cc1	i	0.7	6.1%	0%	2	664	6%	-2%	6%	3%	.
COC(=O)N/N=C(\C)c1ccc2ccccc2c1OC(F)F	i	0.1	-1.6%	-6%	-6	599	38%	68%*	4%	0%	-2.9%
O=C(O)c1ccc2c(=O)[nH]c(CCl)nc2c1	i	0.6	0.5%	0%	-7	714	2%	-3%	-5%	-1%	-3.6%
Cc1cccc(NC(=O)c2ccccc2O)c1C	.	.	2.5%	-3%	.	.	0%	-6%	-35%	-1%	-7.0%
COc1cccc(NC(=O)Cn2nnc(C(=O)NCc3cccs3)c2N)c1	i	7.9	0.0%	-1%	3	726	2%	-8%	1%	2%	.
Cc1nnc(NC(=O)C2C3C=CC(O3)C2C(=O)O)s1 (centres undefined)	.	.	-1.0%	.	-6	604	-10%	-4%	6%	1%	-12%
COc1ccc(OC)c(C(=O)c2ccc(C(=O)Nc3cccc4ccccc34)cc2)c1	i	0.6	3.7%	0%	9	690	5%	3%	10%	2%	-5.5%
Cc1ccc(NC(=O)Nc2ccc3c(c2)OCO3)cc1F	i	0.7	0.2%	-4%	-2	830	3%	-11%	-89%	-5%	.
Cc1ccccc1Nc1nc(N)nc(CSc2ccccc2)n1	i	0.1	-1.2%	-10%	7	707	-4%	-6%	-147%	1%	0.1%
COc1ccc(N/C(C)=C2/C(=O)C(=O)N(CCO)C2c2ccc(Br)cc2)cc1 (centres undefined)	i	0.9	-1.4%	0%	.	.	-10%	-4%	-12%	16%	1.5%
CCOc1ccc(S(=O)(=O)NCCCn2ccnc2)cc1	i	0.6	-1.5%	-3%	0	817	-5%	-11%	9%	-2%	.
O=C(/C=C/c1ccco1)NCCCN1CCN(CCCNC(=O)/C=C/c2ccco2)CC1	i	0.3	1.9%	-1%	13	661	-2%	0%	24%	-1%	-2.3%
CCCCn1c(=O)[nH]c(=O)c2c1nc(CN1C(=O)c3ccccc3S1(=O)=O)n2CCC	i	0.9	-2.0%	1%	.	.	1%	2%	-14%	1%	0.5%
Cc1ccc(NC(=O)c2c(NC(=O)CCC(=O)O)sc3c2CCCCC3)cc1	i	0.3	14%	.	5	667	74%	-7%	-13%	-2%	-4.8%
O=C(CN(CCc1ccccc1)C(=O)CNS(=O)(=O)c1ccc(F)cc1)NCc1ccco1	i	0.8	-0.1%	-6%	.	.	-10%	-7%	7%	-1%	-7.6%
Cc1cccc(-c2noc(CN(C(=O)c3ccc(Br)o3)C(C)C)n2)c1	i	0.4	0.0%	-12%	-2	713	-4%	-6%	10%	4%	-7.0%
CC1CCCC(C)N1c1nnc(NC(=O)Cn2c(=O)oc3ccccc32)s1 (centres undefined)	i	1.7	-3.5%	-2%	-3	671	5%	2%	6%	-2%	-7.1%
CNc1ccc(/C=C(\CCC(=O)O)c2nc3ccccc3s2)cc1[N+](=O)[O-]	i	0.3	42%	25%	6	588	20%	0%	15%	10%	0.6%
CCOc1cc(C(N)=O)cc(Br)c1OC	i	1.3	0.4%	4%	3	748	11%	-5%	36%	1%	-7.2%
COc1ccc(C(C)(C)C)cc1NC(=O)c1cc(S(=O)(=O)N(C)C)ccc1N1CCCC1	?	.	-1.8%	-5%	2	565	3%	3%	-40%	1%	-6.0%
CC(=O)Oc1ccc(N2C(=O)C3C4C=CC(C5CC45)C3C2=O)cc1[N+](=O)[O-] (centres undefined)	i	0.2	3.3%	1%	13	592	4%	6%	-10%	-2%	0.1%
CN(c1ccc(OCC(=O)OCC(=O)Nc2ccccc2F)cc1)S(=O)(=O)c1cccs1	i	1.0	-1.5%	-4%	-1	657	6%	-10%	5%	-6%	-1.9%
CCOc1ccc(CN2CCN(Cc3cccn3-c3ncccn3)CC2CCO)cc1 (centres undefined)	i	0.6	-0.3%	-9%	-14	708	5%	-6%	-15%	0%	-6.6%
CCOC(=O)c1ccc2[nH]c3c(c2c1)CCCC3C(=O)OCC (centres undefined)	i	0.6	-3.7%	-5%	.	.	5%	0%	18%	-4%	1.7%
Cc1ccc(Cl)cc1NC(=S)N(C)N	i	0.0	-0.1%	-4%	16	714	-28%	-5%	4%	-3%	.
CCN(CC)C(=O)CSc1ncnc2sccc12	i	0.4	-1.6%	2%	6	688	-4%	-6%	4%	5%	-2.6%
Cc1cc(C)cc(-n2ccnc2SCC(=O)Nc2ccc3c(c2)OCCO3)c1	i	1.9	-0.1%	-2%	-23	651	1%	2%	1%	1%	1.7%
COc1ccc(Cc2nn3c(Cn4nnc5ccccc54)nnc3s2)cc1	i	1.4	1.1%	-1%	-13	622	4%	-4%	20%	4%	-1.8%
CCN(Cc1ccccc1)C(=O)COC(=O)c1n[nH]c2ccccc12	i	0.6	1.2%	-9%	-4	680	3%	3%	-7%	-2%	-8.7%
COCC(C)n1c(C)cc(C(=O)Cn2nc(C(=O)O)c3ccccc3c2=O)c1C (centres undefined)	i	0.0	-0.4%	-2%	-15	670	-5%	-2%	33%	1%	-12%
CSC1=NCCN1C(=O)Cc1ccc(Cl)cc1	i	1.3	3.2%	0%	.	.	11%	-3%	7%	1%	-1.3%
CCC(C)(C)n1nnnc1C(c1cccs1)N1CCCCC1 (centres undefined)	i	0.4	-0.1%	-16%	-6	641	-5%	-10%	1%	-3%	-3.7%
CC(=O)Nc1ccc(S(=O)(=O)NCCc2ccc(F)cc2)cc1	i	9.0	0.1%	-2%	.	.	18%	-2%	-13%	0%	-6.5%
CSc1nc2ccc(NC(=O)c3ccc(=O)[nH]c3)cc2s1	i	1.3	-3.0%	-2%	3	845	1%	-10%	-19%	0%	.
CCCCC(=O)Nc1sc2c(c1C#N)CC(C)(C)OC2	i	0.4	1.1%	-3%	6	758	-6%	-1%	-52%	4%	-2.1%
Cc1ccc(S(=O)(=O)N2CCCC2)s1	i	1.2	-1.0%	1%	6	877	8%	-10%	4%	2%	.
C=CCn1c(C)nc2c(cnn2-c2ccccc2)c1=O	i	0.3	0.1%	-12%	3	813	14%	-10%	9%	0%	.
CCOc1ccc(N(CC(=O)NCCSCc2ccc(Cl)cc2)S(C)(=O)=O)cc1	i	0.4	-1.6%	-10%	-11	771	1%	-6%	-48%	-1%	.
CCCCNC(=O)c1ccccc1NC(=O)C1=C(C)OCCS1	i	0.8	-0.4%	-3%	4	801	14%	-8%	20%	9%	.
CS(=O)(=O)Oc1ccc(Br)c2cccnc12	i	0.2	-0.4%	-3%	1	669	?	-1%	20%	2%	.
Cc1ccc(-n2c(=S)[nH]c3c(oc4ccccc43)c2=O)cc1C	i	0.4	3.5%	-4%	-4	650	27%	7%	-8%	-5%	-9.6%
CN(C)c1cccc(C(=O)N2CCC(n3nccc3NC(=O)C3CCOC3)CC2)c1 (centres undefined)	i	0.5	-0.5%	2%	0	673	9%	-10%	12%	5%	.
Cc1ccc(-c2cc(C(=O)Nc3c(C)n(C)n(-c4ccccc4)c3=O)[nH]n2)c(O)c1	i	3.1	2.8%	13%	.	.	13%	3%	6%	-1%	-8.0%
O=C(NNC(=O)C12CC3CC(CC(O)(C3)C1)C2)c1csc(N2CCOCC2)n1	i	1.1	-0.7%	5%	-26	669	0%	-8%	-4%	3%	.
Cc1cccc(C)c1NC(=O)CNC(=O)c1c(C)nn(C)c1Cl	i	0.3	-3.0%	-1%	16	713	-11%	-4%	5%	3%	0.1%
O=C(Nc1cccnc1)c1cccnc1	i	5.3	0.4%	0%	-7	737	-1%	-2%	-12%	1%	-0.3%
CCN(Cc1ccccc1)C(=O)Cn1cc2c(n1)CCCC2	i	1.4	0.3%	-1%	8	671	0%	-3%	15%	0%	-3.9%

Screening data (PubChem BioAssay)

A portion of the library; the hit share may differ from the screen's.
